T cell HTS = modulators of CD8 T cell-vesicle binding, primary screen, mouse 2C CD8+ T cells, flow cytometry. 2C CD8+ T cell-vesicle binding; active compounds read low. calls only at 7 µM. 330,000 tested, 0.068% active. AID 2052, 2009;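 active means response, share of CD8 T cells binding vesicles, and their 90th percentile fluorescence all below set limits, cut at about 80% in these data, passing the limit was not always enough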
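Assay system – 2C mouse CD8+ T cells · Also added – QL9-loaded Drosophila micro-vesicles · Timing – Cell–vesicle co-incubation 1.5 h at 37 °C, staining 20 min on ice · Signal – flow cytometry of vesicle-bound cells · Measure – percent CD8+ FL2 mean versus row control · Controls – Peptide-free naked vesicles (low) and QL9 vesicles with 0.7% DMSO vehicle (high)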
RSV antiviral HEp-2 = RSV antiviral activity via CPE protection, HEp-2 cells, primary 10 µM value included (AID 2391); HEp-2 cells, RSV-induced CPE inhibition; higher % means a stronger effect; CPE inhibition, % at 10 µM; hits with a dose series show IC50 in µM; 310,000 tested, 0.13% active; in the data active means a potency from the dose series; inconclusive means CPE inhibition mostly from about 23% at the one dose, without a potency; inactive means the rest, 99 in 100 with CPE inhibition below about 21%; further: strong numbers were not always called active
TNAP activation fold = human TNAP enzyme activators, primary screen, biochemical, luminescent, no phosphate acceptor, uHTS (AID 1001); purified TNAP, luminescent activation assay, no phosphate acceptor; higher activation fold means a stronger effect; one-dose activation fold at 20 µM; EC50 in µM for titrated hits; 200,000 tested, 0.03% active; in the data active means activation fold from about 3, or a potency from the dose series; inactive means the rest, 99 in 100 with activation fold below about 1.6; further: many of its hits are not listed in these tables
Salmonella PhoP GFP = inhibitors of PhoP regulon expression, primary screen, Salmonella Typhimurium, GFP reporter (AID 1863); S. Typhimurium PhoP-regulated promoter GFP reporter, 4 h; higher % means a stronger effect; one-dose inhibition, % at 50 µM; IC50 in µM for titrated hits; 300,000 tested, 0.16% active;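 active means inhibition over 29.93%, a cutoff 3 SD above the screen mean, later confirmed by dose response; inconclusive means inhibition over 29.93% but no dose response follow-up; inactive means inhibition at most 29.93% or unconfirmed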;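 further: 0% = low Mg2+ inducing control and 100% = high Mg2+ repressing control; strong numbers were not always called active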
K1F lysis inhibition = inhibition of K1F phage lysis, E. coli UTI89, bacterial capsule biogenesis inhibitors, alamar blue (AID 488966); 340,000 tested, 0.02% active; inhibition, % at 100 µM; hits with a dose series show IC50 in µM; E. coli UTI89 K1F phage lysis, alamar blue, 2 h; higher % means a stronger effect;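 active means phage lysis inhibition, versus mean bacterial control, above a set limit; inconclusive means no clear call, values can overlap the other calls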;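 further: capsule biogenesis inhibitors block K1F phage lysis so surviving cells raise fluorescence; higher fluorescence means more inhibition of phage lysis; actives were called in the ten point dose series up to 300 µM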
Myeloid diff 2 = induction of myeloid progenitor differentiation, primary screen, cell-based, flow cytometry, MLPCN library | ER-HoxA9 myeloid progenitors, lysozyme-GFP differentiation | calls only at 10 µM | 360,000 tested, 1% active | AID 624256, 2012;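 active means normalized GFP-positive differentiation at or above the plate's own cutoff, the solvent-only control mean plus 3 SD; inconclusive means no clear call, values can overlap the other calls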;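 further: cells exposed to compound for four days before flow analysis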
NTR1 agonist = agonists of NTR1, primary screen, imaging, U2OS cells, beta-arrestin-GFP, high content (AID 493036). Neurotensin receptor type 1 (Homo sapiens), P30989. activation, % at 20 µM. NTR1-U2OS beta-arrestin-GFP spot imaging, agonist mode. 330,000 tested, 0.17% active;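 active means activation at or above 40% of the spot to cytoplasm intensity ratio, with at least 20 cells analyzed; inconclusive means wells under 20 cells, flagged as cytotoxic or low count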;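 further: 0% = DMSO without peptide and 100% = 100 nM NTR1 peptide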
Target sequence (P30989 whole entry, looked up): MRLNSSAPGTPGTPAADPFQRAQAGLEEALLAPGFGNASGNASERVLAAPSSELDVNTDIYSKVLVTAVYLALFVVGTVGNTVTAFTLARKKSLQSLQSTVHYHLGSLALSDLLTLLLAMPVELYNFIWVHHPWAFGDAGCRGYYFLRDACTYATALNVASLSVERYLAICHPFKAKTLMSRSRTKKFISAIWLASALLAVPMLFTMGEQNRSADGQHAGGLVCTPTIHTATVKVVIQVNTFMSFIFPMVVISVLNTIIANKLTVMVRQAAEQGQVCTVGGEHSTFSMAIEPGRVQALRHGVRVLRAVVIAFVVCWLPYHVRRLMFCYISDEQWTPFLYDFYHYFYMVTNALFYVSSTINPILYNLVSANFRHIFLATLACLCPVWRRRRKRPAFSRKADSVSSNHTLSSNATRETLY
SV40 large T antigen = SV40 large T antigen inhibitors, biochemical (AID 1903); SV40 large T antigen ATPase/helicase inhibition assay; higher % means a stronger effect; inhibition, % at 20 µM, or IC50 in µM where a hit was titrated; 310,000 tested, 0.39% active; in the data active means a potency from the dose series; inconclusive means inhibition mostly from about 32% at the one dose, without a potency; inactive means the rest, 99 in 100 with inhibition below about 32%; further: strong numbers were not always called active
MgcRacGAP inhibition = MgcRacGAP GTPase-activating activity inhibitors, confirmation, biochemical, ADP Hunter fluorescence | MgcRacGAP-stimulated Rac1 GTP hydrolysis, ADP Hunter fluorescence; higher % means a stronger effect; GST-tagged Rac1 F28L mutant substrate | inhibition, % at 30 µM; hits with a dose series show IC50 in µM | 340,000 tested, 0.6% active | AID 624330, 2012;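 active means first-screen hits whose inhibition reached a set limit at any dose in the follow-up dose series; inconclusive means inhibition above the set first-screen limit but never retested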;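 further: fluorescence reports GDP produced by GAP-driven GTP hydrolysis; strong numbers were not always called active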
T cell HTS vesicle-bound % = recorded beside T cell HTS, whose call it bears; double positive events, %; measured here: CD8+ vesicle-bound cell fraction;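 binding gate set so that unloaded-vesicle control wells show 10% double positive cells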
NTR1 agonist cell count 20 µM = second read-out of NTR1 agonist, no call of its own (marks repeat the call); cell count; measured here: cell count, cytotoxicity flag
Myeloid diff 2 GFP+ MAC1+ % = further read-out of Myeloid diff 2, marked with its call; GFP+ MAC1+ double positive, %; measured here: differentiation confirmed by MAC1 staining
Starred values were filed as active, the others as inactive; i = inactive; u = inconclusive; x = no result given; [ ] = dose if it differs, or a comment. No enrichment for hits. About 2.3% of those tested had a hit in this group.

SMILES | T cell HTS | T cell HTS vesicle-bound % | RSV antiviral HEp-2 | TNAP activation fold | Salmonella PhoP GFP | K1F lysis inhibition | Myeloid diff 2 | Myeloid diff 2 GFP+ MAC1+ % | NTR1 agonist | NTR1 agonist cell count 20 µM | SV40 large T antigen | MgcRacGAP inhibition
CCC(=O)Nc1ccc(Cl)c(NC(=O)C(C)C)c1 | i | 22 | 1.2% | 1.1 | 8% | 0.8% | i | 1.0 | -0.7 | 52 | 17% | 7%
Cc1ccccc1CCNC(=O)C1CCC(=O)N(C2CCCCCC2)C1 (centres undefined) | i | 63 | 1.1% | x | -2% | 0.0% | i | 1.3 | 0.6 | 61 | 19% | 5%
O=c1c2c(ncn1Cc1ccccc1)nc1n2CCC1 | i | 64 | 1.9% | 1 | -3% | 0.3% | i | 0.5 | 6.4 | 92 | 11% | 13%
COc1ccc(OC)c(C2=NOC(C(=O)Nc3cc(C)on3)C2)c1 (centres undefined) | i | 30 | -0.2% | x | -4% | -0.1% | i | 0.1 | 0.6 | 63 | -1% | 4%
COc1ccc(CCn2c(=N)c(C(=O)NC3CCCC3)cc3c(=O)n4cccc(C)c4nc32)cc1 | i | 26 | 15% | x | -21% | 3.0% | u | x | 50* | 49* | 12% | -10%
COc1ccc(C2NC(=O)NC(C)=C2[N+](=O)[O-])cc1OC (centres undefined) | i | 44 | 1.0% | x | -6% | 0.0% | i | 0.3 | 0.3 | 67 | 8% | 12%
COc1ccc(OC)c(C2C3=C(CCCC3=O)Nc3c2c(=O)n(C)c(=O)n3C)c1 (centres undefined) | i | 36 | 1.1% | 1.1 | 15% | 0.3% | i | 0.2 | -0.6 | 83 | 15% | 3%
O=C1CC(C(=O)Nc2ccc(F)c(Cl)c2)N=C(N2CCCCC2)N1 (centres undefined) | i | 54 | 3.1% | 0.9 | -8% | -0.4% | i | 0.5 | -0.5 | 75 | 19% | 1%
COC(C[C@@H]1O[C@@H]1[C@@H](O)[C@H](C)OCc1ccccc1)OC | x | x | x | x | -1% | -0.6% | i | 4.6 | 0.9 | 106 | x | -1%
O=C(NCCc1c[nH]c2ccccc12)C(=O)Nc1ccccc1 | i | 18 | -1.0% | 1.2 | 1% | 4.6% | i | 3.4 | -0.3 | 71 | 7% | 2%
COc1ccc(NC(=O)CN2C(=O)COc3ccc(C)cc32)cc1 | i | 63 | 0.6% | x | -6% | 0.1% | i | 0.2 | 2.1 | 63 | 10% | -3%
CSc1nc(N(C)CCO)c2sc3nc(-c4ccco4)c4c(c3c2n1)CCC4 | i | 14 | 4.1% | 1 | 0% | -0.9% | i | 2.5 | 4.7 | 62 | 25% | -6%
OCC1(Cc2cccc(Cl)c2)CCCN(Cc2ccc3cc(F)ccc3n2)C1 (centres undefined) | i | 52 | u | 1 | 19% | i | i | 0.1 | 9.6 | 21 | -1% | -4%
COC(=O)c1ccc(C(=O)OC)c(NC(=O)CSc2cccc[n+]2[O-])c1 | i | 18 | -0.2% | 1 | -1% | -2.7% | i | 0.3 | -0.5 | 47 | 17% | 13%
CCOc1ccc2[nH]c(=O)c(CN(Cc3ccco3)C(=O)c3ccc(Br)cc3)cc2c1 | x | x | x | 1.1 | 1% | -0.1% | i | 0.5 | x | x | 26% | 16%
O=C(NN=C1CCCCC1)c1ccccc1OCc1ccc(F)cc1 | i | 61 | 1.1% | 1.1 | 6% | -0.3% | i | 0.0 | -0.4 | 59 | 10% | 5%
Cc1nnc(SCC(=O)NC2CC2)s1 | i | 8 | 2.9% | x | -3% | 0.7%[50 µM] | i | 0.0 | 0.6 | 64 | 23% | 6%
O=C(CSc1nnc(NC(=O)c2cccc(F)c2)s1)NC1CC1 | i | 9 | 0.9% | x | -5% | 0.1% | x | x | 0.8 | 47 | 9% | 8%
COc1cc(-c2cc(C(F)(F)F)n3ncc(C(=O)O)c3n2)cc(OC)c1OC | i | 7 | 0.7% | 1.1 | -15% | 0.1% | i | 3.1 | 1.2 | 40 | 3% | 2%
COc1cc(OC)c(C(=O)CCC(=O)O)cc1OC | i | 39 | 1.6% | 1.2 | -15% | 1.7%[50 µM] | i | 1.6 | -0.8 | 83 | 5% | 4%
CCCC(=O)N=c1sc2cccc(F)c2n1C | i | 40 | 6.3% | 1.1 | -2% | -2.1% | i | 2.7 | 1.6 | 88 | 4% | -4%
O=C1CN(C(=O)CSc2nnc3ccccn23)c2ccccc2N1 | i | 44 | -0.1% | 1.6 | -7% | 4.0% | i | 0.3 | 0.1 | 53 | 4% | 8%
CCN(CC)S(=O)(=O)c1ccc(NC(=O)COC(=O)c2ccc(NC(=O)CC#N)cc2)cc1 | i | 48 | 1.2% | 1.1 | 8% | 1.2% | i | 0.6 | 3.1 | 47 | 3% | 4%
CN1CCC=C(C(=O)N2c3ccccc3Sc3ccc(Cl)cc32)C1 | i | 36 | -1.9% | x | -10% | 0.1% | i | 0.4 | -0.2 | 57 | -4% | 5%
CCOC(=O)/C(C)=N/NC(=O)c1cccc([N+](=O)[O-])c1 | i | 36 | 0.6% | 1 | 8% | 0.2% | i | 0.4 | 1.1 | 90 | 9% | 10%

Continuation:
SMILES | T cell HTS | T cell HTS vesicle-bound % | RSV antiviral HEp-2 | TNAP activation fold | Salmonella PhoP GFP | K1F lysis inhibition | Myeloid diff 2 | Myeloid diff 2 GFP+ MAC1+ % | NTR1 agonist | NTR1 agonist cell count 20 µM | SV40 large T antigen | MgcRacGAP inhibition
CCc1cccc(NC(=O)CCNS(=O)(=O)c2ccc3[nH]c(=O)oc3c2)c1 | i | 46 | 2.5% | x | 4% | 0.3% | i | 0.0 | -0.7 | 45 | 11% | 15%
Cc1cc(NC(=O)CSc2nnc(Nc3ccccc3F)s2)no1 | i | 53 | 0.3% | 1.1 | -1% | -1.5% | i | 0.5 | 3.0 | 57 | 15% | 6%
O=C(O)c1ccccc1C(=O)c1cccs1 | i | 35 | 0.6% | 1.1 | -2% | -0.2% | i | 1.8 | -1.4 | 32 | -4% | 11%
CCCCS/C(N)=N/N=C/c1cc(C)ccc1O | i | 19 | 4.3% | 1 | 2% | 0.1% | i | 1.1 | 2.2 | 37 | 10% | 12%
C(=C\c1ccccc1)/CNn1cnnc1 | i | 47 | 2.2% | 1.1 | -2% | 2.3% | i | 0.4 | 1.0 | 50 | 2% | 9%
Nc1nonc1-c1noc(COc2ccccc2Cl)n1 | i | 47 | u | 1.2 | -2% | 0.6% | i | 0.6 | -3.0 | 87 | 7% | 4%
CCc1ccc(S(=O)(=O)Nc2ccccn2)cc1 | i | 43 | -1.3% | x | 2% | 0.0% | i | 0.2 | -1.6 | 69 | 7% | 3%
CCC(C)NC(=O)C1CCN(C(=O)N(C)C)CC1 (centres undefined) | i | 42 | -0.9% | 1 | -6% | -0.9% | i | 1.9 | -1.0 | 50 | -6% | -6%
CC(C)=C1C(=O)NN(c2cccc(Cl)c2)C1=O | i | 18 | -0.9% | 1.1 | -10% | 1.4%[50 µM] | i | 0.2 | 1.1 | 50 | 12% | 7%
CC(OC(=O)C1COc2ccccc2O1)C(=O)N(C)c1ccccc1 (centres undefined) | i | 48 | 0.4% | 1.1 | -12% | 0.0% | i | 0.3 | -0.4 | 41 | 8% | 6%
CCOc1ccc(-c2nc(N)nc(C)c2-c2ccc(OC)c(OC)c2)c(O)c1 | i | 30 | 2.7% | 1.1 | -3% | 0.8% | i | 0.6 | 1.2 | 45 | 4% | 7%
CC(C)CCn1c(SCC(=O)Nc2ccccc2C(F)(F)F)nc2nccnc2c1=O | i | 39 | 2.6% | x | 10% | 0.2% | i | 0.0 | 0.4 | 68 | 21% | 10%
CC(=O)Nc1ccc(S(=O)(=O)N2CCC(N3CCCCC3)CC2)cc1 | i | 48 | 1.0% | x | 7% | 0.2% | i | 0.5 | 0.1 | 39 | 4% | 6%
Cc1cc(C(=O)COC(=O)CCc2nc3ccccc3s2)c(C)n1C | i | 14 | -0.8% | 1.1 | -6% | 0.6% | i | 1.5 | 0.5 | 69 | 8% | 5%
CC(C)CN1CCN(Cc2ccc(CN3CCCCC3)s2)CC1CCO (centres undefined) | i | 55 | -0.3% | 1 | -4% | 0.2% | i | 0.5 | 0.9 | 66 | 3% | 12%
COC(=O)Cc1c(C)c2ccc(OCC(=O)N(C)C)cc2oc1=O | i | 30 | 1.9% | 1.1 | 6% | 0.5% | i | 0.3 | 1.7 | 76 | -1% | 5%
COC(=O)c1cc(NC(=O)CSc2ncn[nH]2)ccc1Cl | x | x | x | x | x | 0.1% | i | 0.4 | 0.0 | 44 | x | 8%
O=C(CSc1ncnc2c1oc1ccccc12)Nc1nccs1 | i | 34 | 2.9% | 1 | -5% | 0.1% | i | 1.6 | 1.1 | 86 | 0% | 6%
CCc1ccc(-c2cc(C)no2)cc1S(=O)(=O)Nc1cccc(CN2CCCC2)c1 | i | 24 | -0.2% | x | -4% | 0.3% | i | 1.4 | -0.3 | 64 | 2% | 5%
CC1CC(C)CN(C(=O)CSc2ncnc3sccc23)C1 (centres undefined) | i | 46 | x | x | x | 0.5%[50 µM] | i | 0.5 | 2.1 | 47 | x | 2%
Cc1ccc2ncccc2c1 | i | 22 | -0.3% | x | x | 0.3% | i | 1.2 | 0.0 | 55 | x | 1%
CC(NC(=O)CCc1ccc(S(=O)(=O)NC2CCCCC2)cc1)c1ccccc1 (centres undefined) | i | 22 | 0.9% | 1.1 | 2% | -0.1% | i | 0.6 | -0.2 | 42 | 4% | 10%
Cc1ccc(C)c(N2N=C(C(=O)Nc3nccs3)CCC2=O)c1 | i | 39 | -1.2% | 1 | -1% | 0.2% | i | 0.4 | 1.2 | 71 | 17% | 8%

High-throughput results (PubChem)
